RXFP1 antagonist = blocks the human relaxin receptor RXFP1. Q9HBX9. HEK293-RXFP1, relaxin-stimulated cAMP HTRF, 30 min; hits give low values. activity change, negative = inhibition, % at 57.5 µM. 350,000 tested, 0.59% active;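 active = activity change of -60% or lower, but not beyond a set lower limit; inconclusive = change between -60% and -40%, or beyond the set limit; inactive = change above -40%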; also: % is scaled to controls: 0 for no effect and ±100 for the full control effect
D1 antagonist = human D1 dopamine receptor antagonism; P21728; HEK293 TREx D1 cells, calcium flux, dopamine EC80; hits give low values; activity change, negative = inhibition, % at 10 µM; 360,000 tested, 3.2% active; AID 504652; in the data active = activity change below about -30%; also: % is scaled to controls: 0 for no effect and ±100 for the full control effect
Target sequence (P21728 whole entry, looked up): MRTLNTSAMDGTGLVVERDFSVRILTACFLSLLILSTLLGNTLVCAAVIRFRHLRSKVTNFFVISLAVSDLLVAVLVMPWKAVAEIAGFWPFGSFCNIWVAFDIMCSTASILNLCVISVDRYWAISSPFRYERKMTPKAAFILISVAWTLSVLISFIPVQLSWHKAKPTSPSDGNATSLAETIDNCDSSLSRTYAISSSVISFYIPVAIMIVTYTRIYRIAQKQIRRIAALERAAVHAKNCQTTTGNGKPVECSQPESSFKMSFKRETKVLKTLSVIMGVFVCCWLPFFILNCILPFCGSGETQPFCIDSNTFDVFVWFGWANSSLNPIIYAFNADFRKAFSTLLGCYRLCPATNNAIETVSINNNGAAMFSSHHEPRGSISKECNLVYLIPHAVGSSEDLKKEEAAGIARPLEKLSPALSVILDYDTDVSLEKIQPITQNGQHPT
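Inducible Hek293 Trex D1 cells (tetracycline, overnight, 30 C). Calcium dye 30–90 min RT. Antagonist mode: EC80 dopamine added after 180 s compound read.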
TRHR PAM = TRH receptor (human) allosteric enhancement | P34981 | TRHR cells, fluo-8 calcium fluorescence, EC20 TRH enhancement | enhancement, % at 2 µM | 360,000 tested, 0.66% active; in the data active = enhancement above about 30%; also: 0% is about no effect
Target sequence (P34981 whole entry, looked up): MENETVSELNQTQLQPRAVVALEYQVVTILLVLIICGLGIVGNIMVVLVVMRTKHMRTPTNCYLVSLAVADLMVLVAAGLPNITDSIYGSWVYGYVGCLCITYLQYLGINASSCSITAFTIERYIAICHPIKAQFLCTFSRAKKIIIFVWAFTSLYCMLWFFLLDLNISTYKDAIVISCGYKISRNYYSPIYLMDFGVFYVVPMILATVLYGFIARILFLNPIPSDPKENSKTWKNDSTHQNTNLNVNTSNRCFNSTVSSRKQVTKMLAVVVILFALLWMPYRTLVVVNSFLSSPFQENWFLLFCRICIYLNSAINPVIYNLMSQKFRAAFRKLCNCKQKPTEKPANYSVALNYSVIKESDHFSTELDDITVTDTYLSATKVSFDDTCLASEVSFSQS
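TRHR-expressing cells loaded with fluo-8 calcium dye were read kinetically (ex 480/em 530) during compound addition, then stimulated with an EC20 of TRH (10 nM final). Enhancement of the Gq-mediated intracellular calcium response was scored.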
D2 agonist = activates the human D2 dopamine receptor; AID 485358; HEK293 T-REx D2 cells, calcium flux agonist mode; activation, % at 2 µM; P14416; 340,000 tested, 0.53% active;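 active = activation over 3 SD above normal in the single-dose calcium agonist read, cut at about 30% in these data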; also: 0% is about no effect
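In this primary screen, compounds producing a positive calcium signal within 180 s of addition to tetracycline-induced, force-coupled HEK293 Trex D2 cells are flagged; cells are dye-loaded with a no-wash calcium kit beforehand.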
D1 ag = agonists of human D1 dopamine receptor | P21728 | HEK293 T-REx D1 cells, calcium flux, agonist mode | activation, % at 2 µM | 360,000 tested, 1% active; in the data active = activation above about 30%; also: 0% is about no effect
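Agonism was scored from calcium flux recorded over 180 s (1 read/s) after pintool compound addition, following a 10-cycle baseline. Cells were inducible force-coupled HEK293 TREx D1, plated overnight at 30 C and loaded with no-wash calcium dye.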
D2 antag = antagonists of human D2 dopamine receptor; 340,000 tested, 2% active; AID 485344; P14416; inhibition, % at 10 µM; HEK293 TREx D2 cells, calcium flux, dopamine EC80; in the data active = inhibition above about 30%; also: 0% is about no effect
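Calcium mobilization kinetics were recorded at 1 s intervals in tetracycline-induced HEK293 T-REx D2 cells, first for 180 s after compound addition and then 180 s after EC80 dopamine.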
RXFP1 ag = agonists of human relaxin receptor RXFP1. Potency, µM (top dose mostly 57.5 µM), inactives show top-dose activation, usual class: activators. Q9HBX9. 370,000 tested, 0.3% active. AID 2676. HEK293T-RXFP1 cAMP TR-FRET, 30 min; response scale: percent of porcine relaxin response, buffer zero; active = well fitted activation curve with a large enough effect; inconclusive = small, poorly fitted or top-dose-only effect; also: potency is read from the fitted curve at half-maximal effect; % is scaled to controls: 0 for no effect and ±100 for the full control effect; nearly all actives have a fitted effect of over 60% in size; many of its hits are not listed in these tables
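HEK293T cells stably expressing RXFP1 were pretreated with the PDE4 inhibitor Ro 20174, exposed to compounds for 30 min at 37C, lysed, and cAMP was read by TR-FRET. Data normalized to buffer (basal) and 29 nM porcine relaxin (100%).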
D2 potentiator = positively modulates the human D2 dopamine receptor allosterically; HEK293 T-REx D2, calcium flux, EC20 dopamine potentiation; potentiation, % at 10 µM; 340,000 tested, 0.34% active; AID 485347;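 active = potentiation over 3 SD above the plate norm, cut at about 30% in these data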; also: 0% is about no effect
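Primary screen. Calcium kinetics in induced HEK293 T-REx D2 cells: compound pre-addition 180 s, EC20 dopamine, 180 s more.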
D1 potentiator = human D1 dopamine receptor positive modulation. HEK293 TREx D1 cells, calcium flux, dopamine EC20 potentiation. potentiation, % at 10 µM. 360,000 tested, 0.036% active; in the data active = potentiation above about 30%; also: 0% is about no effect
* = called active by the depositor; u = inconclusive; x = no result given. These rows are one share of the data; count on the stated rates, not on these rows.

SMILES	RXFP1 antagonist	D1 antagonist	TRHR PAM	D2 agonist	D1 ag	D2 antag	RXFP1 ag	D2 potentiator	D1 potentiator
COc1ccc(COC(=O)Oc2ccc(CNC(C)=O)cc2OC)c([N+](=O)[O-])c1	x	-7	2	-1.4	15	-3	-0.4%	2	-3
CCCCn1nc2cc(C(=O)NCCc3cccs3)ccc2c1OCC	x	-67*	-5	0.1	1	11	2.7%	-3	-11
O=C(NCc1cccs1)C1CCN(S(=O)(=O)c2ccc(Cl)cc2)CC1	1	-10	5	0.1	3	0	1.6%	-4	3
Cc1ccc(-c2csc(-c3c(N)c(C(=O)c4ccc5c(c4)OCO5)n4ccccc34)n2)cc1C	2	-10	1	0.1	-1	x	4.7%	-8	-2
Cc1c2ccccc2c(C)c2c1ccc1ccccc12	x	50	-2	-0.9	2	6	1.1%	0	-2
c1ccc2[nH]c(SN3CCOCC3)nc2c1	x	11	3	0.6	3	0	0.3%	-3	1
O=C(Nc1ccc(S(=O)(=O)Nc2ncccn2)cc1)c1cccnc1	-21	4	3	0.2	4	42*	-1.1%	6	-3
CCN(C(=O)Cn1cc(S(=O)(=O)N2CCN(c3ccccc3F)CC2)c2ccccc2c1=O)c1ccc(C)c(C)c1	x	-3	1	-0.2	11	x	0.9%	x	-4
CCOC(=O)Cc1csc(NC(=O)c2ccncc2)n1	-11	14	1	0.0	11	-12	1.9%	7	-3
COc1ccc(/C=C/c2cc[n+](C(=O)Cc3ccccc3)cc2)cc1	-16	-16	-2	1.3	4	-6	1.4%	-2	-3

Exported field by field: 4 of the compounds above.
O=C(NCc1cccs1)C1CCN(S(=O)(=O)c2ccc(Cl)cc2)CC1
  RXFP1 antagonist: 1
  D1 antagonist: -10
  TRHR PAM: 5
  D2 agonist: 0.1
  D1 ag: 3
  D2 antag: 0
  RXFP1 ag: 1.6%
  D2 potentiator: -4
  D1 potentiator: 3

Cc1ccc(-c2csc(-c3c(N)c(C(=O)c4ccc5c(c4)OCO5)n4ccccc34)n2)cc1C
  RXFP1 antagonist: 2
  D1 antagonist: -10
  TRHR PAM: 1
  D2 agonist: 0.1
  D1 ag: -1
  D2 antag: x
  RXFP1 ag: 4.7%
  D2 potentiator: -8
  D1 potentiator: -2

Cc1c2ccccc2c(C)c2c1ccc1ccccc12
  RXFP1 antagonist: x
  D1 antagonist: 50
  TRHR PAM: -2
  D2 agonist: -0.9
  D1 ag: 2
  D2 antag: 6
  RXFP1 ag: 1.1%
  D2 potentiator: 0
  D1 potentiator: -2

c1ccc2[nH]c(SN3CCOCC3)nc2c1
  RXFP1 antagonist: x
  D1 antagonist: 11
  TRHR PAM: 3
  D2 agonist: 0.6
  D1 ag: 3
  D2 antag: 0
  RXFP1 ag: 0.3%
  D2 potentiator: -3
  D1 potentiator: 1

Next section.
SMILES	RXFP1 antagonist	D1 antagonist	TRHR PAM	D2 agonist	D1 ag	D2 antag	RXFP1 ag	D2 potentiator	D1 potentiator
O=C(Cn1c(CO)nc2ccccc21)Nc1ccc2c(c1)OCCCO2	7	11	5	0.0	0	-24	-3.0%	-4	-7
CCCCn1c(=O)cc(O)c2ccccc21	-6	7	-2	-0.5	-1	2	-1.1%	-2	2
CCc1ccccc1NC1c2ccccc2C(=O)N1c1cccnc1 (configuration not stated)	9	-23	7	-0.2	0	6	1.2%	2	2
Cc1cc2nc(-c3ccc(SCC(=O)Nc4ccc5c(c4)OCCO5)nc3)[nH]c2cc1C	2	7	1	-0.7	15	-17	-0.8%	13	-11
O=C(COC(=O)CCCN1C(=O)c2cccc3cccc(c23)C1=O)Nc1cccc(C(F)(F)F)c1	x	6	0	0.5	7	13	5.0%	-4	-8
CCOc1ccc(NC(=O)Cc2cccc3ccccc23)c([N+](=O)[O-])c1	-7	-13	-5	-0.3	7	-11	1.8%	2	-3
O=C(Nc1ccccc1)c1cccc(S(=O)(=O)N2CCCCC2)c1	-18	10	1	0.8	4	0	-0.2%	-5	-7
CCOC(=O)C1(Cc2ccccc2)CCN(Cc2ccc3cc(NC(C)=O)ccc3n2)CC1	u	-3	-1	0.9	5	-2	-2.9%	9	2
Cc1ccc(CNC(=O)c2cc3c(=O)n(C)c4ccccc4c3n2C)o1	x	-45*	-4	-1.4	-1	-14	3.8%	-6	x
CN=C1SC(CC(=O)Nc2c(C)cccc2C)C(=O)N1/N=C/c1cccs1 (configuration not stated)	-10	1	-8	-0.7	2	-20	3.3%	2	-4
COCCN1C(=O)N[C@@H](CCc2ccccc2)C(C(C)=O)=C1C	x	2	0	-0.7	0	-8	0.5%	-6	-3
Cc1cc(NC(=O)CSc2nnc(Nc3ccccc3C)s2)no1	-6	-2	-5	0.4	0	12	4.4%	1	-3
O=C(Oc1ccc(C(=S)N2CCOCC2)cc1)c1cccc([N+](=O)[O-])c1	4	45	3	-0.5	5	9	0.1%	0	2
Cc1cccc(-n2cnc(C(=O)Nc3cccnc3)c2)n1	-4	0	1	0.4	2	2	1.8%	5	6
CCn1c2ccccc2c2cc(CN3CCN(S(C)(=O)=O)CC3)ccc21	x	8	7	0.5	14	-11	1.4%	-9	-2
CCc1ccc(-c2cc3c(=O)n(CC(=O)NCc4ccccc4F)ncn3n2)cc1	28	-2	-17	0.8	3	-1	1.9%	5	5
O=C(CSc1nc2c([nH]c3ccccc32)c(=O)n1-c1ccc(Cl)cc1)c1ccccc1	x	-4	-3	1.1	2	x	0.9%	12	-4
CCOc1ccc(-c2nc(C#N)c(NCCCOC)o2)cc1	-2	-15	0	-1.4	11	x	2.8%	21	-7
O=S(=O)(c1ccc(F)cc1)N1CCCN(Cc2c(F)cccc2F)CC1	5	-6	-9	-0.6	3	-17	-2.5%	11	-8
Cc1ccc(SCCCCN2C(=O)NC(C)(C)C2=O)cc1	-13	0	-2	0.4	-2	8	0.9%	13	1
CCOC(=O)N=S(N)(=O)c1ccccc1 (configuration not stated)	-7	-1	0	-0.1	1	0	2.6%	-6	-3
CC(C)c1ccc(/C=C2\SC(=O)N(CC(=O)NC3C=CS(=O)(=O)C3)C2=O)cc1 (configuration not stated)	u	-3	3	0.5	4	-17	-0.9%	-3	-5
CCCCC(=O)NC(c1ccco1)c1c(O)ccc2ccccc12 (configuration not stated)	-8	-14	-1	0.6	5	-14	-0.5%	-1	-5
CCCc1c(C(=O)Nc2cc(C(C)(C)C)on2)cnn1-c1ccccc1	-10	15	11	0.4	5	3	0.0%	1	7
O=C(O)c1[nH]c2ccc(Cl)cc2c1CC(=O)N1CCN(c2ccccc2)CC1	2	4	-7	0.1	0	9	0.7%	9	2
Cc1c(C(=O)Nc2cccc(Cl)c2)oc2ccc(S(=O)(=O)N3CCCCCC3)cc12	-13	6	2	-0.2	-1	x	0.2%	4	0
CN(C)c1nc(NCc2ccccc2)nc(N/N=C/c2ccc3c(c2)OCO3)n1	9	-8	3	-2.4	1	-5	-0.2%	-9	-14
COC(=O)c1scc(-c2ccc(C)cc2)c1S(=O)(=O)Nc1ccc(F)cc1F	x	-16	-3	0.0	-1	x	-1.4%	-10	-3
O=C(C1CCC1)N1CCc2cc(S(=O)(=O)N3CCN(c4ccccn4)CC3)ccc21	2	0	-8	0.4	0	7	2.7%	-1	0
CC(C)n1nc(C(=O)OCC(=O)c2c[nH]c3ccccc23)c2ccccc2c1=O	-13	-2	7	0.2	1	-2	2.4%	-4	5
OCC[C@H]1C[C@@H](O)[C@H](O)[C@]2(CCCc3ccccc3O2)O1	x	5	-2	0.3	1	-6	-0.3%	-8	4
Cc1ccc(NC(=O)Cn2c(=O)ccc3cc(S(=O)(=O)N4CCC(C)CC4)ccc32)cc1Cl	x	-6	2	0.6	1	x	-1.3%	7	-2
O=C(Nc1ccc(OC(F)(F)F)cc1)C(NS(=O)(=O)c1cccc2nsnc12)c1ccccc1 (configuration not stated)	u	1	7	-0.1	4	x	0.6%	-1	-1
CCC(CC)c1nnc(NC(=O)C2CCCO2)s1 (configuration not stated)	-8	6	-2	-0.3	3	-8	0.3%	3	-7
COC(=O)CC1C(=O)NCCN1C(=O)c1ccc2oc(C(C)C)nc2c1 (configuration not stated)	1	-2	-8	1.4	2	-6	0.9%	-2	-5
COc1ccc(/C=C2\N=C3CCCCCN3C2=O)cc1	1	-7	-6	-1.2	-4	13	-3.2%	8	0
COc1ccc(S(=O)(=O)Cc2ccc(C(=O)O)o2)cc1	-6	-2	-2	-0.7	8	-6	0.0%	5	-1
O=C1NC(=O)/C(=C\c2ccc(Oc3cnccn3)cc2)S1	1	-8	0	x	1	x	0.8%	-4	-7
COc1ccccc1NC(=O)c1sc(-c2ccc(Cl)cc2)cc1N	-22	-12	-2	0.4	4	x	u	3	-2
O=C(CSc1nc(O)c(C2CCCCC2)c(=O)[nH]1)Nc1ccc(F)cc1	-2	-6	11	-1.4	2	-2	3.1%	6	1
Cc1ccc(SCC(=O)c2cc(C)c(OC(=S)N(C)C)c(C)c2)cc1	5	-9	-6	0.9	4	-2	1.8%	23	-6
COc1ccc(CC(=O)N/N=C(/C)CC(=O)N(C)c2ccccc2)cc1	-7	-11	3	0.4	4	-8	4.3%	-5	-6
O=c1oc2c(CN3CCCCCC3)c(O)ccc2cc1-c1nc2ccccc2[nH]1	x	-6	8	77*	241*	14	7.1%	-6	3
O=C(O)C1CSC(c2ccco2)N1 (configuration not stated)	1	-1	3	2.9	0	22	1.9%	14	0
O=C(CN1CCN(c2ccc(Cl)cc2)CC1)c1ccc2c(c1)OCO2	-7	-26	0	0.2	9	-15	3.0%	-16	-7
O=C(Nc1ccccc1)NC1CCCCC1	-6	-5	2	-0.5	0	2	-0.4%	-1	1
O=S(=O)(c1ccc(Cl)nc1)N1CCc2ccccc21	2	-13	-3	-1.4	2	-6	11%	9	-4
CCCCn1c(NCc2ccccc2NS(=O)(=O)c2ccc(C)cc2)nc2ccccc21	-7	-32*	-4	0.8	4	-2	3.4%	2	-13
Cc1cc(C)nc(N=Nc2c(O)n(Cc3ccc(Cl)cc3)c3ccccc23)n1	18	7	-3	-0.6	-1	14	1.7%	5	-3
Cc1cccc(N2CCN(C(=O)c3cccc(N4C(=O)C5C6C=CC(C6)C5C4=O)c3)CC2)c1C (configuration not stated)	-6	6	1	0.1	0	-3	3.2%	-3	-6

Next compounds follow:
SMILES	RXFP1 antagonist	D1 antagonist	TRHR PAM	D2 agonist	D1 ag	D2 antag	RXFP1 ag	D2 potentiator	D1 potentiator
CCC(C)(C)n1nnnc1CN(Cc1ccc(Cl)cc1)Cc1ccco1	x	-5	0	0.2	10	7	-0.6%	2	-14
COc1ccc(CN2CCNC(=O)C2CC(=O)N2CCc3ccccc3C2)c(OC)c1 (configuration not stated)	-9	-5	-5	x	2	x	0.6%	x	-3
CCOc1ccc(CCNC(=O)c2cnc3sc(N(CC)CC)nn3c2=O)cc1OCC	-2	6	-3	-0.6	1	x	-1.0%	1	-1
CC1=NN(Cc2ccccc2)C(=O)/C1=C\c1ccc(N(C)C)cc1	-4	-12	4	-1.2	2	-5	0.5%	-6	0
CCCSc1nnc(-c2c[nH]c3ccccc23)n1C	-8	17	6	1.1	1	27	2.1%	1	x

Bioassay records: PubChem, National Center for Advancing Translational Sciences (NCATS)
